HCMV inh = human cytomegalovirus inhibition. HFF cells, HCMV-luciferase reporter, 72 h; hits give low values. activity change, negative = inhibition, % at 57.5 µM. 410,000 tested, 4.5% active; in the data active = activity change below about -60%; inconclusive = no clear call, values can overlap the other calls; inactive = above about -39%
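Screen run at 2 compound doses on HFFs infected with reporter HCMV, MOI 1 PFU/cell. Luciferase activity from cell lysates at 72 h post infection gave inhibition relative to buffer-only and Salinomycin wells.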
LmPK inh = LmPK (Leishmania mexicana) enzyme inhibition. Q27686. purified LmPK, Kinase-Glo ATP luminescence, 1 h. Potency, µM (top dose mostly 57.5 µM), for inactives: at the highest dose activity change, negative = inhibition, hits mostly inhibitors. 290,000 tested, 0.37% active; note: potency is the fitted concentration of half-maximal effect
Target sequence (Q27686 whole entry, looked up): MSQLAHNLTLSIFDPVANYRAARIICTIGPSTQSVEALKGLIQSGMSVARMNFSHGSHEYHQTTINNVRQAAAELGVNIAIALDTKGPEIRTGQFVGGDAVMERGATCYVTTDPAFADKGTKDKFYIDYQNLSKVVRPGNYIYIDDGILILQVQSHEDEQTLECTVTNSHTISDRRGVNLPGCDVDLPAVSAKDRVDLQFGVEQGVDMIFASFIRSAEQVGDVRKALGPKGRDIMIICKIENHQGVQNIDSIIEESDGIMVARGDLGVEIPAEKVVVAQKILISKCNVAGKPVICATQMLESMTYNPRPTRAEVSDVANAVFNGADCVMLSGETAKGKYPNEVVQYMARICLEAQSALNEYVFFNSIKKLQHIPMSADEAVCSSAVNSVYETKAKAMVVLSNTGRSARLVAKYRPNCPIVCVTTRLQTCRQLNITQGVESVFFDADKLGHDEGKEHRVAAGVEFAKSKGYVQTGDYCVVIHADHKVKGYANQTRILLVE
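In 50 mM imidazole pH 7.2 with 7 mM MgCl2, LmPK (0.1 nM) turned over PEP (0.5 mM) and ADP (0.1 mM) for 1 h at room temperature. Luciferase read-out of ATP.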
AMA1-RON2 inh = inhibitors of Plasmodium falciparum AMA1-RON2 interaction | AlphaScreen AMA1-biotinylated RON2 peptide binding | Potency, µM (top dose mostly 58.2 µM), for inactives: at the highest dose activity change, negative = inhibition, hits mostly inhibitors | 360,000 tested, 0.2% active | AID 720542;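 note: potency is the fitted concentration of half-maximal effect; 0% = vehicle wells and -100% = peptide control; nearly all actives have a fitted effect of over 45% in size; some results filed as inactive show a strong effect at the top dose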
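AMA1 (3D7) with his tag at 25 nM final met compounds first, then biotinylated RON2 peptide at 25 nM; detection used donor plus acceptor beads, 10 µg/mL apiece, read by AlphaScreen after 30 min at room temperature.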
TbPYK inhibitor = blocks Trypanosoma brucei pyruvate kinase; TbPYK enzyme, Kinase-Glo Plus ATP luminescence, 45 min; Potency, µM (series often up to 76.8 µM), inactives show at the top dose activity, negative = inhibition, most hits filed as inhibitors; 410,000 tested, 0.12% active; AID 624173; note: potency is the fitted concentration of half-maximal effect; nearly all actives have a fitted effect of over 50% in size
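Enzyme and substrate buffer are dispensed first and compound is pin-transferred. ADP at 130 uM final then starts the reaction, which runs 45 min at room temperature. Detection reagent is added for 10 min before luminescence is imaged.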
AmpC inh detg = AmpC beta-lactamase inhibition with detergent present; AID 485294; P00811; 370,000 tested, 0.041% active; Potency, µM (top dose mostly 114 µM), inactives show at the highest dose activity change, negative = inhibition, actives largely listed as inhibitors; AmpC hydrolysis of nitrocefin, absorbance 480 nm, 0.01% Triton;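 note: potency is the fitted concentration of half-maximal effect; 0% = no-compound wells and -100% = no-enzyme wells; nearly all actives have a fitted effect of over 25% in size; some results filed as inactive show a strong effect at the top dose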
Target sequence (P00811 whole entry, looked up): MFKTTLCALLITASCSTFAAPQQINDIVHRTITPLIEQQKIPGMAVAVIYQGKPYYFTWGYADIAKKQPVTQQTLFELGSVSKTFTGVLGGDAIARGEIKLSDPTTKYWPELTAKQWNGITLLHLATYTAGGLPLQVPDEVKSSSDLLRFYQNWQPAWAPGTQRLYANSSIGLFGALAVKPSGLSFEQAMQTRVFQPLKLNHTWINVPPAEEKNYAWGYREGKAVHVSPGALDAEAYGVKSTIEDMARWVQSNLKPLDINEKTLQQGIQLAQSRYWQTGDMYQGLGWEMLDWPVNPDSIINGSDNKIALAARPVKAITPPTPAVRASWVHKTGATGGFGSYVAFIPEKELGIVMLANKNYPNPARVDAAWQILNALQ
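20 mM phosphate pH 7.0 + 0.01% (detergent screen) or 0.0001% Triton X-100; 5.3 nM AmpC reagent; cpd preinc 15 min RT; nitrocefin (800 uM stock) to start; A480 q20 s × 4 min; Activity was normalised to no-enzyme and no-compound control wells.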
HCV inhibitor = blocks hepatitis C virus; Huh7.5.1 HCVcc-Cre infection, luciferase reporter, 44 h; Potency, µM (titrated, usually from 41.8 µM), inactives show at the top dose activity change, negative = inhibition, usual class: inhibitors; 340,000 tested, 3.4% active; note: potency is the fitted concentration of half-maximal effect
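1,000 cells/well; 4 h culture; + compound; + HCVcc-Cre (~0.5 moi); 44 h; luciferase substrate, RT 15 min; read 15 sec.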
AmpC no deterg = AmpC beta-lactamase inhibition without detergent; P00811; AmpC nitrocefin hydrolysis, absorbance 480 nm, 0.0001% Triton; Potency, µM (titrated, usually from 57.1 µM), without a hit: at the highest dose activity change, negative = inhibition, most hits filed as inhibitors; 330,000 tested, 0.52% active;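 note: potency is the fitted concentration of half-maximal effect; plate controls were no compound for no effect and no enzyme for full effect; nearly all actives have a fitted effect of over 20% in size; some results filed as inactive show a strong effect at the top dose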
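AmpC (5.3 nM in the dispensed reagent) in 20 mM phosphate pH 7.0 with 0.01% (detergent screen) or 0.0001% Triton X-100 was preincubated with compounds for 15 min at room temperature. Nitrocefin was then added from an 800 uM solution, and hydrolysis was followed at 480 nm.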
* = called active by the depositor; u = inconclusive; x = not tested or not shown; & = joins results of further samples; [ ] = another dose, or the depositor's remark. Unless noted, calls come from the whole dose curve; as a rule, active = well fitted curve in the direction sought with a large enough effect; inconclusive = small, poorly fitted or top-dose-only effect, or another doubt; inactive = no such curve, though single readings can be large; an effect the other way counts as inactive or inconclusive. Unless noted, % is set by controls: 0 for no effect and ±100 for the full control effect.

SMILES	HCMV inh	LmPK inh	AMA1-RON2 inh	TbPYK inhibitor	AmpC inh detg	HCV inhibitor	AmpC no deterg
CCOC(=O)/C=C/C(=O)Nc1cccc([N+](=O)[O-])c1	x	-4%	-3%	u	-2%	u	-4%
O=S(=O)(c1ccc(N2CCCC2c2nc3ccccc3s2)nc1)N1CCOCC1 (configuration not stated)	5	0%	-11%	-1%	-15%	u	77%[activator]
O=C(Cc1ccccc1)NCC(=O)N1CCN(Cc2cccc(Cl)c2)CC1	u	x	0%	0%	x	-7%	42%
COc1ccc(C2/C=C\CN(Cc3ccc(N(C)C)cc3)CC(=O)N2Cc2ccc(F)cc2)cc1 (configuration not stated)	25	3%	16µM*	-2%	-1%	-4%[8.37 µM]	53%
O=C(N/N=C/c1ccc(-c2ccc(S(=O)(=O)Nc3ncccn3)cc2)o1)c1cc2ccccc2cc1O	-101*	20%	-28%	-3%	-12%	-9%&5%	20µM*
CCCCCCOc1ccc(CN2CCN(C)CC2)cc1	-37	-2%	-10%	0%	u	1.8µM*	112%[activator]
O=C(CC1C(=O)NCCN1Cc1cccc(Oc2ccccc2)c1)NCCCn1cccn1 (configuration not stated)	-36	-5%	-13%	-3%	-1%	-1%	127%[activator]
CC(C)(C)c1ccc(/C=N/NC(=O)C[n+]2ccccc2)cc1	12	-5%	4%	1%	-2%	26%	8%
CCOc1ccc(-n2c(-c3cccs3)nc3ccccc3c2=O)cc1	-66*	2%	-5%	-5%	2%	u	-6%
COc1ccc(CNCCCn2cnc3c(OCc4ccccc4)ncnc32)cc1	-38	x	3%	-3%	x	u	x
CN(C(=O)Nc1ccc(Cl)c(Cl)c1)c1ccccc1C(=O)O	u	-3%	-4%	-6%	-12%	-11%	-36%
COc1ccc2[nH]c(C(=O)Nc3ncc(C)cc3Br)cc2c1	-18	-1%	0%	-13%	2%	-4%	-24%
CC1(C)CC(=O)C(CC2=C(O)CC(C)(C)CC2=O)C(=O)C1	-4	8%	-5%	-22%	-8%	12%	-10%
O=C(O)Cc1ccc(N2N=C(c3ccccc3)CC2=O)cc1	u	x	-8%	4%	x	x	x
CC1=NN(c2ccccc2)C(=O)/C1=C/c1cc2cc(C)ccc2nc1N1CCCCC1	x	0%	x	x	-6%	x	-32%
COc1ccc(C)cc1S(=O)(=O)N(CC(=O)NCc1ccco1)c1ccc(C)cc1	-18	2%	-2%	-3%	4%	u	-3%
CCN(CC)C(=O)COc1ccc(/C=C(\C#N)S(=O)(=O)c2ccccc2)cc1OC	-10	2%	-9%	3%	u	-7%	-1%[2.29 µM]
CC(C)(C)c1ccc(S(=O)(=O)Nc2cccnc2)cc1	u	-3%	-18%	-1%	-9%	-23%	-4%
C=CCOC(=O)C(=O)/C=C/c1c(C)n(C)n(-c2ccccc2)c1=O	-10	0%	4%	0%	-2%	9%[8.37 µM]	1%
Clc1cccc(-c2nc3c4ccccc4ccn3c2CC2CCCCC2)c1	-12	x	4%	-2%	x	x	x
CCc1cccc(NC(=O)Cn2c(C(=O)OC)cc3occc32)c1	20	x	x	-3%	-7%	x	x
COc1cc(/C=C/C(=O)OCC(=O)NC(=O)C2COc3ccccc3O2)ccc1OC(F)F (configuration not stated)	-19	x	2%	0%	x	8%	1%
Nc1c(-c2nc(-c3ccccc3)no2)nnn1CC(=O)Nc1ccccc1	-20	x	x	4%	5%	x	x
CCOc1ccc(N2C(=O)CC(N(CCc3ccc(S(N)(=O)=O)cc3)C(C)=O)C2=O)cc1 (configuration not stated)	0	-3%	20%	5%	-2%	34%[activator]	1%
COc1cccc(C(=O)Nc2ccc3c(cc2=O)[C@@H](NC(C)=O)CCc2cc(OC)c(OC)c(OC)c2-3)c1	x	-2%	3%	6%	2%	32µM*	177%[activator]
NC(=O)C1CCN(C(=O)CN(c2cccc(Cl)c2)S(=O)(=O)c2ccccc2)CC1	-3	-9%	-7%	-5%	-1%	x	16%
CNC(=O)Oc1cccc(-c2cn3cc(OC(=O)NC)ccc3n2)c1	30	-21%	10%	-8%	-12%	-21%	-28%
Cc1ccc(NC(=O)OCCN2CCN(Cc3ccccc3)CCC2=O)cc1	u	1%	-7%	2%	-17%	-15%	124%[activator]
CCCSc1nsc(N)n1	57	-13%	-20%	-3%	6%	15%	-18%
O=C(Nc1ccc(F)cc1)C1CCCO1 (configuration not stated)	u	1%	-4%	-2%	-4%	10%	-16%
COc1cc(NC2c3ccccc3C(=O)N2Cc2ccccc2Cl)cc(OC)c1OC (configuration not stated)	-22	-1%	-4%	-5%	1%	-2%	-4%
CCNC(=S)N/N=C(\C)c1ccc2ccccc2c1OC(F)F	-33	2%	40%[activator]	-4%	-3%	u	-40%
COCOCCn1cc(CN2CCS(=O)(=O)N(Cc3ccc(-c4ccc(F)cc4)cc3)C(C(C)C)C2=O)nn1 (configuration not stated)	-9	x	-12%	-6%	x	x	x
Cc1c(C(=O)OCC(=O)N(C)CC(=O)Nc2ccc(F)cc2)oc2ccccc12	-21	x	3%	2%	2%	u	4%
Cc1nc(C(F)(F)F)ccc1C(=O)N1CCC1(C)C(=O)NS(=O)(=O)c1cccc(C#N)c1 (configuration not stated)	-12	x	-5%	3%	x	x	x
COc1ccc(OC)c(NC(=O)c2nc(SCc3ccc(F)cc3)ncc2Cl)c1	29	x	x	-8%	22%	x	x
COc1ccc(NC(=O)Cn2cc(C(=O)c3ccccc3OC)c(=O)c3ccc(C)nc32)cc1OC	12	x	x	-5%	-1%	x	x
COC(=O)Cc1ccc(OCC(=O)NC2CCCC2)cc1	-13	x	44%[activator]	-4%	0%	4%	0%
COc1ccccc1N1CCN(/N=C/C=C/c2ccccc2[N+](=O)[O-])CC1	24	-6%	5.6µM*	-1%	0%	u	45%
Cc1cc(C)c2[nH]c(=S)cc(C)c2c1	1	-4%	-2%	-10%	-13%	6%	-22%
CC(=O)Nc1ccc(NC(=O)C(C)OC(=O)CNS(=O)(=O)c2cccc(Cl)c2)cc1 (configuration not stated)	0	9%	-16%	2%	-17%	21%	-7%
CC(=C/c1ccccc1)/C=N/N1CCN(Cc2ccc(C)cc2)CC1	4	-6%	-27%	2%	3%	-4%	-9%
COc1ccccc1N1CCN(S(=O)(=O)c2cc(C(F)(F)F)cc(C(F)(F)F)c2)CC1	72	4%	21%	2%	-4%	6%	-2%
COC(=O)Nc1ccc(S(=O)(=O)N(CCO)CC(F)(F)C(F)F)cc1	-12	1%	-4%	8%	-11%	5%	-7%
CC(=O)c1nn(-c2cccc(Br)c2)cc1C(=O)c1ccccc1	u	2%	-3%	5%	u	u	-13%

Compounds shown so far with a Cl atom:
SMILES	HCMV inh	LmPK inh	AMA1-RON2 inh	TbPYK inhibitor	AmpC inh detg	HCV inhibitor	AmpC no deterg
O=C(Cc1ccccc1)NCC(=O)N1CCN(Cc2cccc(Cl)c2)CC1	u	x	0%	0%	x	-7%	42%
CN(C(=O)Nc1ccc(Cl)c(Cl)c1)c1ccccc1C(=O)O	u	-3%	-4%	-6%	-12%	-11%	-36%
Clc1cccc(-c2nc3c4ccccc4ccn3c2CC2CCCCC2)c1	-12	x	4%	-2%	x	x	x
NC(=O)C1CCN(C(=O)CN(c2cccc(Cl)c2)S(=O)(=O)c2ccccc2)CC1	-3	-9%	-7%	-5%	-1%	x	16%
COc1cc(NC2c3ccccc3C(=O)N2Cc2ccccc2Cl)cc(OC)c1OC (configuration not stated)	-22	-1%	-4%	-5%	1%	-2%	-4%
COc1ccc(OC)c(NC(=O)c2nc(SCc3ccc(F)cc3)ncc2Cl)c1	29	x	x	-8%	22%	x	x
CC(=O)Nc1ccc(NC(=O)C(C)OC(=O)CNS(=O)(=O)c2cccc(Cl)c2)cc1 (configuration not stated)	0	9%	-16%	2%	-17%	21%	-7%

The listing picks up, repeating the five entries before the break.
SMILES	HCMV inh	LmPK inh	AMA1-RON2 inh	TbPYK inhibitor	AmpC inh detg	HCV inhibitor	AmpC no deterg
CC(=O)Nc1ccc(NC(=O)C(C)OC(=O)CNS(=O)(=O)c2cccc(Cl)c2)cc1 (configuration not stated)	0	9%	-16%	2%	-17%	21%	-7%
CC(=C/c1ccccc1)/C=N/N1CCN(Cc2ccc(C)cc2)CC1	4	-6%	-27%	2%	3%	-4%	-9%
COc1ccccc1N1CCN(S(=O)(=O)c2cc(C(F)(F)F)cc(C(F)(F)F)c2)CC1	72	4%	21%	2%	-4%	6%	-2%
COC(=O)Nc1ccc(S(=O)(=O)N(CCO)CC(F)(F)C(F)F)cc1	-12	1%	-4%	8%	-11%	5%	-7%
CC(=O)c1nn(-c2cccc(Br)c2)cc1C(=O)c1ccccc1	u	2%	-3%	5%	u	u	-13%
COc1cccc(/C=N/NC(=O)c2cc3c(OC)c(OC)ccc3[nH]2)c1OC	84	1%	-19%	1%	0%	u	-30%
CCN(Cc1ccc2c(c1)OCO2)C(=O)/C=C/c1cccc(Br)c1	4	7%	-6%	0%	-10%	-5%	-15%
C=C(C)C(=O)N1CC2(CC(c3cccc(NC(=O)c4ccccc4)c3)=NO2)C[C@@H]1C(N)=O (some centres not stated)	-4	-7%	-2%	-4%	-6%	7%	2%
C[C@H](NC(=O)c1nc[nH]c1C(=O)NCC(=O)OC(C)(C)C)C(=O)OCc1ccccc1	8	0%	140%[activator]	-2%	-9%	8%	52%
CCOc1ccc(Oc2c(C)oc3cc(O)ccc3c2=O)cc1	u	3%	-11%	-3%	1%	25%	-29%
CC(C)(SC(=S)N1CCOCC1)C(=O)O	11	2%	-9%	-11%	-1%	2%	-11%
COC(=O)C1=C(C)N(C)C(=O)/C1=C\c1cccs1	4	0%	-22%	0%	u	u	-5%
Cc1cc(O)c(NC(=O)c2ccc(Br)o2)cc1C	92	-7%	-25%	0%	-10%	-8%	-17%
COc1cccc(N=C2SC(C(=O)Nc3ccc(F)cc3)CC(=O)N2C)c1 (configuration not stated)	28	11%	-2%	2%	3%	u	-6%
CC(=O)c1cc(-c2ccccc2)n(CC(=O)NC2CCCC2)c1C	47	7%	-1%	2%	-7%	-5%	-13%
O=C(COC(=O)CSc1cc(Cl)ccc1Cl)NCc1ccc2c(c1)OCO2	27	8%	8%	-6%	-5%	4%	-22%
CN1CCN(CCP(=O)(c2ccccc2)c2ccccc2)CC1	32	4%	-17%	-1%	u	-2%	-1%

Source: PubChem BioAssay (National Center for Advancing Translational Sciences (NCATS))

No enrichment for hits (roughly 7.5% active in at least one column).
